# High-throughput results as filed in PubChem BioAssay.
# RBX1-CUL1 inh: blocks human RBX1-Cullin-1 di-ubiquitin formation; P62877+Q13616; in vitro K48 di-Ub FRET, acceptor:donor ratio, 45 min; inhibition, % at 10 µM; actives 0.6% (n = 140,000); AID 1347404; in the data active = inhibition above about 25%
# Target sequence (P62877 whole entry, looked up): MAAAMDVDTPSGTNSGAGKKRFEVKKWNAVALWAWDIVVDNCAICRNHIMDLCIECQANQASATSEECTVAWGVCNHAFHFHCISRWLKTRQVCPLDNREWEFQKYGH
# Target sequence (Q13616 whole entry, looked up): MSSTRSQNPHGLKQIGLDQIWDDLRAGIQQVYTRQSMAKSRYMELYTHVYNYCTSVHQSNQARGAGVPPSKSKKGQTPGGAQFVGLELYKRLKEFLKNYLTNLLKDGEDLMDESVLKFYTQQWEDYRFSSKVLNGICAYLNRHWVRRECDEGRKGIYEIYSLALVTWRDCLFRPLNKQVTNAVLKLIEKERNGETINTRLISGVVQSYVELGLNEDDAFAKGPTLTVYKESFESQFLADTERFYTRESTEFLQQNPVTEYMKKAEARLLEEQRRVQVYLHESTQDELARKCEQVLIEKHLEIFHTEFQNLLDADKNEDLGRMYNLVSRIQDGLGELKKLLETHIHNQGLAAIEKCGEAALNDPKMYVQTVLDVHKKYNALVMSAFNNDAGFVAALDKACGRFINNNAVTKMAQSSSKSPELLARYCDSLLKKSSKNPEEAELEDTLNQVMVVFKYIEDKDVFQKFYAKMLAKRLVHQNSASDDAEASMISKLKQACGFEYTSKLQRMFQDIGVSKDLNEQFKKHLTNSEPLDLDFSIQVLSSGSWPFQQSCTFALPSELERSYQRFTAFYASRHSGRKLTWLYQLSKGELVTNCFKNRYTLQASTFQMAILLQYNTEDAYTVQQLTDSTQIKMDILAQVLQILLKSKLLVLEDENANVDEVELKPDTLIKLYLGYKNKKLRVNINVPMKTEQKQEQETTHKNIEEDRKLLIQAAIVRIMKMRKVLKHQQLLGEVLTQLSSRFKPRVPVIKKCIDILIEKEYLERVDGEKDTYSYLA
# Starred values were filed as active, the others as inactive. A portion of the library; the hit share may differ from the screen's.
Molecule	RBX1-CUL1 inh
Cc1ccc(C)c(CN2C(=O)c3ccccc3S(=O)(=O)c3ccc(C(=O)N4CCN(c5ccccc5)CC4)cc32)c1	2
O=C(Nc1ccccc1Br)c1ccc(F)cc1	-6
COc1ccc(OC)c(S(=O)(=O)Nc2cccc(-c3ccc(N4CCCCC4)nn3)c2)c1	3
O=C(NCCc1cnccn1)c1cc(COc2cccc(F)c2)[nH]n1	-7
Cc1ccc2c(nc3s/c(=C/c4cn(Cc5ccc(Cl)cc5Cl)nc4-c4ccccc4)c(=O)n32)c1C	-5
Oc1cccc(/C=N/Nc2ncnc3sc4c(c23)CCCC4)c1	1
COc1ccc(-c2ccc3c(N)c(C(=O)Nc4ccc(OC(F)(F)F)cc4)sc3n2)cc1OC	-4
Cc1ccc(C)c(OCc2nnc(NC(=O)c3ccccc3)s2)c1	-1
CCCCCNC(=O)c1cc2c(=O)n3ccccc3nc2n1C	6
CCN(CC)C(=O)CSc1nc(-c2ccccc2)cc(-c2ccc(OC)cc2)c1C#N	-5
O=C(Cn1ncc2c1-c1ccccc1OC2)N1CCN(c2ccccc2)CC1	-5
O=C(CSc1nc2ccsc2c(=O)n1-c1ccc(Cl)cc1)NCc1ccc(Cl)cc1	-8
CNC(=O)c1ccc(F)c(S(=O)(=O)N2CCC(C)CC2)c1	11
O=C(Oc1ccc(N=Nc2ccccc2)cc1)c1sc2ccccc2c1Cl	-3
c1ccc(Oc2cc(-n3cncn3)nc(-c3ccccc3)n2)cc1	-4
COc1cc(S(=O)(=O)NCCOc2ccc(F)cc2)c(OC)cc1Cl	-6
CC(C)(C)c1cc(CNC(=O)c2ccccc2F)cc(C(C)(C)C)c1O	3
COc1cc(C2c3c(ccc4ccccc34)N=C3CC(C)(C)CC(=O)C32)cc(Cl)c1OC (stereo not given)	4
Cc1sc2nc(C)n(NC(=O)c3ccc(COCC(F)(F)F)cc3)c(=O)c2c1C	19
Cc1cccc(-n2c(SCC(=O)Nc3cccc(Cl)c3)nc3sc4c(c3c2=O)CCCC4)c1	-2
O=C1[C@H](Sc2ccccc2)[C@@H](c2ccccc2)N1Cc1ccccc1	1
COc1ccc(S(=O)(=O)N2CCN(c3ccccc3F)CC2)cc1-c1noc(C)n1	8
CC1(C)C(=O)C(C)(C)C12SC[C@H]1C(=O)N(c3ccccc3)C(=O)[C@H]12	0
CCOc1ccc(/C=C/c2nc(C#N)c(N3CCN(c4ccccc4)CC3)o2)cc1	-16
COc1ccc(N2CCN(C(=O)CCc3nnc4n(C)c(=O)c5sccc5n34)CC2)cc1	-5
COC(=O)CSc1nc(-c2ccccc2)c(-c2ccccc2)n1CC(C)C	6
CCCCc1ccc(NC(=S)NCCCOC(C)C)cc1	-5
Cc1c(C#N)c2ccccc2n1CC(=O)N1CCC(c2cc(=O)[nH]cn2)CC1	-4
COC(=O)c1cn(-c2ccccc2)cc1C(=O)OC	7
NC1=NC(SCc2ccccc2)=NC(=O)C1c1ccccc1 (stereo not given)	-1
Cc1ccc(CN(Cc2ccco2)C(=O)COc2ccc(Cl)cc2Cl)cc1	-7
COc1cc(OC)cc(C(=O)NCCSc2ccccc2)c1	4
Cc1ccccc1NS(=O)(=O)c1ccc2c(c1)C(=O)C(C(=O)NCCc1ccccc1)C=N2 (stereo not given)	9
CCn1c(SCC#N)nc2sc(C)c(C)c2c1=O	13
CC1(C)CC(=O)C2=C(C1)N(c1sc3c(c1C#N)CCCC3)C(=N)C(C#N)C2c1cccs1 (stereo not given)	2
C=CCn1nnc(NC(=O)c2ccc(-c3ccc(Cl)c(Cl)c3)o2)n1	-3
COc1ccc(-n2nc3c(N4CCCC(C(=O)NCc5ccc(C)cc5)C4)nnc(C)c3c2C)cc1 (stereo not given)	-8
O=C(Cc1ccccc1)NCCc1ccc(OCc2ccccc2)cc1	7
O=C(Nc1cccc(-n2cccn2)c1)C1CCCN1Cc1ccc(F)cc1 (stereo not given)	-7
CCc1ccc(CNC(=O)c2nn(-c3ccc(OC)c(Cl)c3)c(=O)c3c2c2ccccc2n3C)cc1	3
COc1ccc(-c2noc(CC(=O)N(C)c3cccc(C)c3)n2)cc1	5
COc1ccc(-c2nc(CN3CCC(C(=O)NCCc4ccccc4)CC3)c(C)o2)cc1OC	-8
COCC(=O)Nc1ccc(Cl)c(Cl)c1	-7
Cc1ccc(CCNc2ccccc2)cn1	-1
CCS(=O)(=O)N1CCC(C(=O)Nc2cccc(C)c2C)CC1	-4
COc1cccc(NC(=O)CCC2CCN(C(=O)c3cnsn3)CC2)c1	6
COC(=O)CN1C(=O)S/C(=C/c2c(C)n(Cc3ccccc3F)c3ccccc23)C1=O	7
CNC(=O)C1=C2SCC(C)(O)N2C(=N)C(C#N)C1c1ccccc1 (stereo not given)	-3

# 3 compounds already listed, arranged by number of heavy atoms, ascending:
Molecule	RBX1-CUL1 inh
Cc1ccc(CCNc2ccccc2)cn1	-1
COc1ccc(-c2noc(CC(=O)N(C)c3cccc(C)c3)n2)cc1	5
COc1cccc(NC(=O)CCC2CCN(C(=O)c3cnsn3)CC2)c1	6

# Carrying on.
Molecule	RBX1-CUL1 inh
COc1ccc(CNC(=O)CCc2c(C)c3cc4c(C)c(C)oc4cc3oc2=O)cc1OC	-10
CCC(C)c1ccc(NC(=O)c2cc(C)on2)cc1 (stereo not given)	-1
Cc1ccc(NC(=O)Cc2cccs2)cc1O	11
OC(Cc1ccccc1)c1ccc2c(c1)CN(Cc1ccc3ncccc3c1)CCO2 (stereo not given)	8
O=C(Nc1cccc(CCc2ccccn2)c1)NC1CCCCC1	0
COc1cccc(Cn2c(=O)n(-c3ccc(Br)cc3F)c(=O)c3sc4ccccc4c32)c1	-10
COc1ccc(C2CC(c3ccccc3)=Nc3nc(NC(=O)/C=C/c4ccc(Cl)cc4)nn32)cc1 (stereo not given)	-9
Cc1ccc(C(=O)NCC2CC(Cc3ccc(F)cc3)=NO2)cc1C (stereo not given)	3
OCCN1CCN(Cc2c3c(c(CN4CCN(CCO)CC4)c4c2CCC4)CCC3)CC1	-3
CCN(CC)S(=O)(=O)c1ccc2c(c1)N(CC(=O)N1CCN(c3ccccc3F)CC1)C(=O)CO2	2
N#Cc1c(C(F)(F)F)cc(-c2ccncc2)nc1SCc1nc2ccccc2[nH]1	-10
CC(C)(C)NC(=O)CSc1nnc(NC(=O)c2ccccc2Cl)s1	0
CCOc1cc(S(=O)(=O)N2CCN(CC)CC2)ccc1Cl	4
CC1=NNc2nc3c(c(=O)n(Cc4ccccc4C)c(=O)n3C)n2C1	-8
CC(CO)Oc1ccc2ccccc2c1 (stereo not given)	-2
CSc1nnc(NC(=O)c2ccc(C)cc2)s1	3
CSc1nc(-c2ccccc2)nn1C(=O)c1ccco1	3
CCCn1cnnc1CNC(=O)Nc1nc(-c2ccccc2)ns1	1
O=C(C1COc2ccccc2O1)N(Cc1cccnc1)c1nc2c(F)cccc2s1 (stereo not given)	12
Cc1ccc2c(c1)N(C(=O)N1CCC(C(=O)NCCc3ccc(Cl)cc3)CC1)CC(C)O2 (stereo not given)	8
CCc1ocnc1C(=O)N1CCC2(CCCN(CCc3ccccc3)C2)C1 (stereo not given)	2
CCc1ccc(-c2nn(CC(=O)NCc3ccccc3)c3c2cnc2ccc(F)cc23)cc1	6
O=C(c1ccsc1)N1CCOC(Cc2ccccc2Cl)C1 (stereo not given)	-4
CC1CCN(CN2C(=O)C(=O)c3ccccc32)CC1	6
CCCOc1ccc(-c2cc(C(F)(F)F)c3c(N)c(C(=O)OCC)sc3n2)cc1	-14
COc1ccc(C2C(C(=O)Nc3cccnc3)C(C)=Nc3nc(-c4ccc(OC)c(OC)c4)nn32)cc1 (stereo not given)	-3
O=C(Nc1ccc(C(=O)O)cc1)Nc1ccc2c(c1)OCO2	9
C=CCN1C(=O)/C(=C/c2ccc(OCC(=O)O)c(OC)c2)SC1=Nc1nccs1	8
O=C(Nc1ccc(-n2cccn2)cc1)C1CCCN1Cc1cccnc1 (stereo not given)	5
CCOC(=O)c1ccc(N2C(=O)c3n[nH]c(-c4cccs4)c3C2c2ccc(O)c(OC)c2)cc1 (stereo not given)	5
CCC1CN(CCNC(=O)Cn2nc3ccccc3n2)Cc2cc(OC)ccc2O1 (stereo not given)	-1
N#CC1(C#N)C(c2ccc(F)c(F)c2)[C@@H]1C(=O)C12CC3CC(CC(C3)C1)C2 (stereo not given in full)	5
CCOc1ccc(CNC(=O)c2ccc3c(Cl)c4c(nc3c2)CCCC4)cc1	0
COc1ccc(O)c(CN2C[C@H](O)[C@@H](N3CCOCC3)C2)c1	5
O=[N+]([O-])/C(C(Cl)=C(Cl)Cl)=C1\OCCS1	12
Cc1c(NS(=O)(=O)Cc2ccccc2F)c(=O)n(-c2ccccc2)n1C	-1

# Not a retest: 5 of the compounds above.
Molecule	RBX1-CUL1 inh
CCCOc1ccc(-c2cc(C(F)(F)F)c3c(N)c(C(=O)OCC)sc3n2)cc1	-14
COc1ccc(C2C(C(=O)Nc3cccnc3)C(C)=Nc3nc(-c4ccc(OC)c(OC)c4)nn32)cc1 (stereo not given)	-3
O=C(Nc1ccc(C(=O)O)cc1)Nc1ccc2c(c1)OCO2	9
C=CCN1C(=O)/C(=C/c2ccc(OCC(=O)O)c(OC)c2)SC1=Nc1nccs1	8
O=C(Nc1ccc(-n2cccn2)cc1)C1CCCN1Cc1cccnc1 (stereo not given)	5

# The listing picks up, repeating the 2 entries before the break.
Molecule	RBX1-CUL1 inh
O=[N+]([O-])/C(C(Cl)=C(Cl)Cl)=C1\OCCS1	12
Cc1c(NS(=O)(=O)Cc2ccccc2F)c(=O)n(-c2ccccc2)n1C	-1
COc1ccc(N=C2C(=Nc3ccc(OC)cc3)N(c3ccc(OC)cc3)C(=S)N2c2ccc(Br)cc2)cc1	3
O=C(O)c1ccc2c(c1)C(=O)N(CCCCCCN1C(=O)c3ccc(C(=O)O)cc3C1=O)C2=O	5
COc1cccc(NC(=O)CSc2nc3c([nH]c4ccccc43)c(=O)n2-c2cc(C)cc(C)c2)c1	0
CC1(C)CC2(C)CC3=C([C@H](CO)C(C)(C)C3)C(CO)(C1)C2 (stereo not given in full)	14
CC1=CC(C)(C)N(C(=O)c2ccc(C)cc2)c2ccc(C3(C)CC(C)(C)N(C(=O)c4ccc(C)cc4)c4ccccc43)cc21 (stereo not given)	-6
Cc1sc2ncn(CC(=O)Nc3cccc(C(F)(F)F)c3)c(=O)c2c1S(=O)(=O)N1CCN(C)CC1	0
COC(=O)[C@]1(C)C2=CCCC(=O)[C@@]2(C)CC[C@@H]1O	5
CCOC(=O)N1CCc2c(sc3c2c(=O)n(-c2ccc(F)cc2)c(=O)n3CC(=O)c2ccccc2)C1	1
Cc1ccc(C(=O)c2oc3ccccc3c2NC(=O)Cc2coc3ccc(C)cc23)cc1	-1
COCC1CCN(C(=O)CC(c2cccc(O)c2)c2cccc(Cl)c2)CC1 (stereo not given)	-6
COc1ccc(CC(=O)Nc2ccccc2Cl)cc1	-3
CCCN=C1N/C(=C\c2ccco2)C(=O)N1c1ccccc1	5
O=C(NC1CC1)C1CCN(Cc2ccc(F)cc2)CC1	-10
O=C(CC1C(=O)NCCN1Cc1ccc(F)cc1)NCC1CCN(CCO)CC1 (stereo not given)	1
O=C(CC1C(=O)NCCN1Cc1ccccc1)NCCCn1cccn1 (stereo not given)	-4
COC(=O)c1c(-c2ccccc2)c(C(=O)c2ccccc2)n2ccccc12	5
O=C(O)c1ccc(CNCc2ccccc2Cl)s1	10
COc1cc(-c2ccc(SC)cc2)cc2c1OCCN(Cc1ccsc1)C2	4
CC1=NN(c2nc(-c3ccccc3)cs2)C(=O)C1N=Nc1c(C)cc(C)cc1C (stereo not given)	3
Cc1ccc(C(=O)N2CCC(C3(Cc4cccc(F)c4)NC(=O)N(CC(C)C)C3=O)CC2)c(C)c1 (stereo not given)	1
Cc1ccc(/C=C2\CCCC3C2=NN(C(=O)c2cc4nc(-c5ccc(C(C)C)cc5)cc(C(F)(F)F)n4n2)C3c2ccc(C)cc2)cc1 (stereo not given)	3
CCCC12CN3CC(CCC)(CN(C1)C3c1ccccc1C)C2=O (stereo not given)	0
O=C(Nc1ccc(C(=O)OCc2cc(=O)n3nc(C4CC4)sc3n2)cc1)c1cccc(Cl)c1	-6
COc1ccc(C2=C(C)C(=O)N(Cc3ccc(C(=O)Nc4ccc(F)cc4C)cc3)S2(=O)=O)cc1	10
COc1cc(Br)c(C2c3c(n[nH]c3-c3cccnc3)OC(=N)C2C#N)cc1OC (stereo not given)	1
CS(=O)(=O)N1CCC2(CC1)c1ccccc1[C@@H](N1CCSCC1)[C@@H]2O	7
COc1ccccc1N1C(=O)CSC1=S	-1
CC(Oc1cc(Cl)c(Cl)cc1Cl)C(=O)Nc1ccc(I)cc1 (stereo not given)	-3
Cc1ccc2cccc(NC(=O)COc3ccccc3[N+](=O)[O-])c2n1	7
CCOc1ccc(-c2nc(SC(C(C)=O)C(=O)N(C)C)c3c(=O)n(C)c(=O)n(C)c3n2)cc1 (stereo not given)	10
Cc1cc(C(F)(F)F)nn1Cc1n[nH]c(=S)n1CC(C)C	1
Cn1cnnc1SCCOc1ccc(Cl)cc1	-8
Cn1c(=O)c2c(nc3n2CCN3c2ccccc2O)n(C)c1=O	14
Cc1ccccc1C(=O)OCc1cc(=O)n2nc(C3CC3)sc2n1	-2
Cc1ccc2c(c1)NC(=O)CC(c1ccccc1)=N2	1
O=C(NC(C(=O)OCc1ccc(Cl)c(Cl)c1)c1ccccc1)c1ccccc1 (stereo not given)	-5
c1ccc(-c2nnn(CCc3nn[nH]n3)n2)cc1	4
O=C(CCn1cccn1)N1CCC(C2CCN(c3ncccn3)CC2)C1 (stereo not given)	-2
Cc1cc2nc3c(-c4ccccc4)c(O)c4ccccc4c3nc2cc1C	-3
CCC(=O)N1CCc2cc(Br)cc(S(=O)(=O)N3CCCC(C(=O)NCc4ccc(OC)cc4)C3)c21 (stereo not given)	3
